DDE Tn6 FP inh = inhibitors of Tn6 peptide binding to human fibrin DD(E). Fibrin DD(E) TRITC-Tn6 fluorescence polarization displacement. inhibition, % at 8.3 µM. hit rate 0.21% among 370,000;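 active = inhibition above a per-campaign cutoff: mean of compounds within control limits plus 3 SD, cut at about 15% in these data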;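 note: 0% = median of all compound wells on the plate and 100% = blocking peptide control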
Target sequence (P02675 whole entry, looked up): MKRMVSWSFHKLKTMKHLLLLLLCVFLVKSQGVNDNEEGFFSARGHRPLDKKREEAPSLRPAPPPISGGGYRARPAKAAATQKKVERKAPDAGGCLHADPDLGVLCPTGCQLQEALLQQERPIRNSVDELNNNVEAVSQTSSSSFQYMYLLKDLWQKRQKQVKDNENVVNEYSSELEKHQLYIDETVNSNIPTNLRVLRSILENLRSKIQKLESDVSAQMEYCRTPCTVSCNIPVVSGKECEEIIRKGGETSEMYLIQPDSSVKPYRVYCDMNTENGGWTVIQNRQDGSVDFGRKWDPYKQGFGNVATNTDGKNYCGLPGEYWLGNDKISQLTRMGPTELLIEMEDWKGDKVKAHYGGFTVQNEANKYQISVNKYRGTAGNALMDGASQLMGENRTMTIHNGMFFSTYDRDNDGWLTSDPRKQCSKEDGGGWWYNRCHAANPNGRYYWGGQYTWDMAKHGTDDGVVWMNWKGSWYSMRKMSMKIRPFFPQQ
TDP2 absorb = TDP2 (human) inhibition, absorbance primary screen; O95551; recombinant TDP2, T5PNP hydrolysis, p-nitrophenol absorbance 415 nm; inhibition, % at 12.8 µM; hit rate 0.34% among 370,000; AID 720702;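 active = inhibition above the mean of all tested compounds plus 3 SD, set per campaign, cut at about 25% in these data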;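 note: 0% = DMSO with enzyme and 100% = buffer with substrate but no TDP2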
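Assay system: Recombinant human TDP2 | Quantity: 120 nM TDP2 per well | Incubation: 2 h at 37 °C | Signal: Epi absorbance | Evaluation: Percent inhibition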
ASAP1 GAP inh = inhibitors of human ASAP1 ArfGAP activity | ASAP1-stimulated ARF1 GTP hydrolysis, GDP FP detection | inhibition, % at 16.5 µM | hit rate 0.19% among 360,000 | AID 624377; in the data active = inhibition above about 25%;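 note: 0% = vehicle with enzyme and substrate and 100% = no enzyme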
ADAM17 inh = inhibitors of human ADAM17 | P78536 | recombinant ADAM17, EDANS/DABCYL FRET peptide cleavage | inhibition, % at 6.95 µM | hit rate 0.83% among 370,000;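 active = inhibition above the mean of compounds lying between control limits plus 3 SD, set per campaign, cut at about 8.5% in these data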;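 note: 0% = DMSO-only wells as the low control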
PLCg1 inh = blocks human PLC-gamma1 enzyme activity. purified PLC-gamma1, fluorogenic substrate, fluorescence. inhibition, % at 12.2 µM. hit rate 0.84% among 370,000; in the data active = inhibition above about 9.5%
ADAM10 inh = inhibits human ADAM10. O14672. inhibition, % at 7 µM. hit rate 0.62% among 370,000. recombinant ADAM10, EDANS/DABCYL FRET peptide cleavage, 3 h;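 active = inhibition above a per-campaign cutoff equal to the mean of compounds falling between control-based bounds plus 3 SD, cut at about 20% in these data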;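 note: 0% = DMSO wells while the 100% control is not disclosed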
Target sequence (O14672 214-748 limits assumed): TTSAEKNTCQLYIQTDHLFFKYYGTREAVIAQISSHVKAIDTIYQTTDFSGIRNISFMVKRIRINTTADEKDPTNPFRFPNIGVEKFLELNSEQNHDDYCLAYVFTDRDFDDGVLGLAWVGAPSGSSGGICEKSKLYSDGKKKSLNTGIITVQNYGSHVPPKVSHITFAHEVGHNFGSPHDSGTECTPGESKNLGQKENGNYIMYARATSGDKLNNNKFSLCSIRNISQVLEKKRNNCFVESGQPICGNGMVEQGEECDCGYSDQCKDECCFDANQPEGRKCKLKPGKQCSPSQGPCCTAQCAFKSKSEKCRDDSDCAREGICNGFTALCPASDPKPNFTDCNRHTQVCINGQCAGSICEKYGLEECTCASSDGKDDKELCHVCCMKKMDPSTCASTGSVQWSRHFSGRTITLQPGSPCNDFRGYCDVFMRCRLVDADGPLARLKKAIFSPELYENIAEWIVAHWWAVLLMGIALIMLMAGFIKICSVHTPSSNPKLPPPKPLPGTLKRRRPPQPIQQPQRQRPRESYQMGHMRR
PLC-beta3 inh = inhibitors of human phospholipase C beta3 | Q01970 | Purified PLC-beta3, fluorogenic substrate, fluorescence | inhibition, % at 12.2 µM | hit rate 0.18% among 370,000; in the data active = inhibition above about 11%;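 note: 0% = median of compound wells on plate and 100% = full blocker control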
SIAE primary = human SIAE inhibition, primary screen; inhibition, % at 9.66 µM; SIAE FP-Rh probe binding, fluorescence polarization; Q9HAT2; hit rate 0.69% among 370,000; AID 1053197;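 active = inhibition above a cutoff: mean of compounds within the control limits plus 3 SD of those, cut at about 17% in these data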;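 note: 0% = plate median of compound wells and 100% = probe without SIAE protein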
DDE Tn7 FP inh = inhibitors of Tn7 peptide binding to human fibrin DD(E) | FP displacement of FITC-Tn7 peptide from fibrin DD(E); 0% = median of compound wells per plate | inhibition, % at 8.3 µM | hit rate 0.13% among 370,000 | AID 720508;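 active = inhibition above the mean of compounds falling within the control limits plus 3 SD of them, cut at about 14% in these data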;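 note: 0% = plate median of compound wells and 100% = 10 µM Aha-Tn7 peptide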
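Also added: labelled Tn7 tracer, 0.1 µM; Assay system: human fibrin DD(E) protein; Amount: 2 µM fibrin DD(E); Schedule: 10 min compound pre-incubation, 3 h probe incubation at room temperature; Repeats: one replicate per compound; Read-out basis: percent inhibition; Measured by: fluorescence polarization of the labelled Tn7 tracer.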
ARFGAP1 inhibitor = rat ARFGAP1 inhibition | Q62848 | hit rate 0.26% among 360,000 | inhibition, % at 16.5 µM | Arfgap1-stimulated ARF1 GTP hydrolysis, GDP FP detection | AID 651572;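 active = inhibition above a per-plate limit, mean inhibition of low control wells plus 3 SD, cut at about 25% in these data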;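 note: 0% = DMSO wells with enzyme and 100% = wells lacking Arfgap1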
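Replicates: Single well per compound | Assay system: Truncated rat Arfgap1 GAP domain | Control set: No-Arfgap1 wells (100%) versus DMSO full-reaction wells (0%) | Times: Enzyme reaction 120 min at 25 °C after 20 min preincubation | Reagent: Human ARF1(Δ1-17)-GTP substrate | Measured by: Tracer-displacement fluorescence polarization with EDTA stop, 620/688 nm | Measure: Percent inhibition of Arfgap1-stimulated GTP hydrolysis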
* = called active by the depositor; i = inactive; . = not tested or not shown.

SMILES	DDE Tn6 FP inh	TDP2 absorb	ASAP1 GAP inh	ADAM17 inh	PLCg1 inh	ADAM10 inh	PLC-beta3 inh	SIAE primary	DDE Tn7 FP inh	ARFGAP1 inhibitor
CCN(c1ccccc1C)S(=O)(=O)c1nnc(NC(=O)c2ccco2)s1	1	6	-3	-1	-37	-7	-66	-4	2	12
O=C(CC1C(=O)NCCN1Cc1ccc(F)cc1)NCCOc1cccnc1 (stereo not given)	4	2	3	-3	-5	-1	-5	4	-3	-3
N#Cc1ccccc1NC(=S)NC(=O)C1CCC1	-3	9	2	-2	0	-11	-7	1	3	-1
CC(C(=O)Nc1ccc2[nH]c(=O)[nH]c2c1)N1CCN(Cc2ccc3c(c2)OCO3)CC1 (stereo not given)	-3	-9	11	-5	-2	-13	-8	-2	-3	16
Cc1ccc2c(c1)c1nnc(SCC(=O)Nc3ccc(N(C)C)cc3)nc1n2CC(=O)O	-2	18	-2	-1	0	2	-10	4	-3	14
CCC(C)NC(=O)/C=C/c1cccs1 (stereo not given)	4	0	-9	-1	3	-2	0	3	1	-7
CC(C)Cn1c(SCC(=O)NCCCN2CCCC2=O)nc2ccccc21	2	-5	-2	0	-2	5	4	-8	0	2
Oc1c(Cl)cc(Cl)cc1/C=N/Nc1ncc(Br)cn1	5	1	0	-4	-5	-9	-6	-3	0	2
CC(Oc1ccc2c(c1)oc(=O)c1ccccc12)C(=O)NCCCN1CCOCC1 (stereo not given)	-2	-7	-18	-189	-131	i	-204	3	-1	6
O=C(O)c1cccc(N2C(=O)CSC2c2ccccc2)c1 (stereo not given)	0	6	7	1	1	3	-7	8	-1	-5

3 entries from above, with values under each structure.
The line under a structure holds: DDE Tn6 FP inh	TDP2 absorb	ASAP1 GAP inh	ADAM17 inh	PLCg1 inh	ADAM10 inh	PLC-beta3 inh	SIAE primary	DDE Tn7 FP inh	ARFGAP1 inhibitor
- CCC(C)NC(=O)/C=C/c1cccs1 (stereo not given)
 : 4	0	-9	-1	3	-2	0	3	1	-7
- CC(C)Cn1c(SCC(=O)NCCCN2CCCC2=O)nc2ccccc21
 : 2	-5	-2	0	-2	5	4	-8	0	2
- Oc1c(Cl)cc(Cl)cc1/C=N/Nc1ncc(Br)cn1
 : 5	1	0	-4	-5	-9	-6	-3	0	2

Next part:
SMILES	DDE Tn6 FP inh	TDP2 absorb	ASAP1 GAP inh	ADAM17 inh	PLCg1 inh	ADAM10 inh	PLC-beta3 inh	SIAE primary	DDE Tn7 FP inh	ARFGAP1 inhibitor
CC(C)c1ccc(NC(=O)CSc2ncccc2C(=O)Oc2cccc([N+](=O)[O-])c2)cc1	9	-14	-5	2	3	14	7	-8	-7	0
COc1ccc(NC(=O)c2sc(=O)n(Cc3ccc(SC)cc3)c2C)cc1OC	8	-6	-10	-1	2	-4	0	-1	-5	6
Cc1noc(C)c1COc1ccc(C(=O)N2CCCC(C(N)=O)C2)cc1 (stereo not given)	3	2	-2	-5	0	-3	-9	-4	0	6
CCN=C1SC(C(=O)Nc2ccc(OCC)cc2)CC(=O)N1CC (stereo not given)	3	8	-4	-3	2	-2	3	-8	-2	-1
CC(=O)C(Sc1ccc2nnc(-c3ccc(F)cc3)n2n1)C(C)=O	-2	0	-15	-18	-95	-77	-114	5	-3	-3
COCCc1nc2ccc(C(=O)N(C)Cc3cccc(-n4cccn4)c3)cc2o1	2	15	3	-7	-2	-4	-8	8	4	-2
CCCCNS(=O)(=O)c1ccc2nc(SCC(=O)c3ccccc3OC)[nH]c2c1	-5	-3	21	4	-1	8	0	-9	1	2
O=C(NCC1CCCO1)c1ccc(NS(=O)(=O)c2cccs2)cc1 (stereo not given)	9	-2	6	-7	-6	-16	-10	0	4	-5
CCn1c2c(n(C(C)=O)c1=O)C=C(C(=O)N1CCCC1)C(C)C(c1ccccc1)=C2 (stereo not given)	-4	-7	-5	-7	-57	-22	-76	10	7	1
CSCC[C@H](NC(=O)c1ccco1)c1nnc2ccccn12	1	0	-4	-3	1	7	2	-4	0	0

As entered above:
Cc1noc(C)c1COc1ccc(C(=O)N2CCCC(C(N)=O)C2)cc1 (stereo not given) – ARFGAP1 inhibitor: 6
COc1ccc(NC(=O)c2sc(=O)n(Cc3ccc(SC)cc3)c2C)cc1OC – PLCg1 inh: 2

(continued)
SMILES	DDE Tn6 FP inh	TDP2 absorb	ASAP1 GAP inh	ADAM17 inh	PLCg1 inh	ADAM10 inh	PLC-beta3 inh	SIAE primary	DDE Tn7 FP inh	ARFGAP1 inhibitor
CC(C)(C)c1ccccc1OCC(=O)NCCCn1ccnc1	3	2	-7	-2	0	-1	-2	-3	2	-5
Cn1c(-[n+]2c(-c3ccccc3)cc(-c3ccccc3)cc2-c2ccccc2)nc2c([N+](=O)[O-])cccc21	-8	-19	3	4	1	11	2	2	-6	-3
CC1(C(=O)NCc2ccccc2)CN(S(C)(=O)=O)CC(=O)N1CCc1c[nH]c2ccccc12 (stereo not given)	1	-8	1	1	-1	-13	-1	6	-4	8
O=C(O)c1ccc(NC(=O)c2cc3ccccc3o2)cc1	-1	-9	3	1	2	-1	-6	5	-4	0
S=C(Nc1ccc2[nH]ccc2c1)NC1CCCCC1	-2	-4	5	-1	-8	-6	-11	5	-7	-8
Cc1ccc(Cl)c(OCC(=O)NCC(c2cccs2)N2CCOCC2)c1 (stereo not given)	2	3	-12	2	3	4	-5	11	6	0
COc1ccc(C(=O)/C=C\N2CCOCC2)cc1	-2	13	0	-1	-11	8	-11	-4	3	-5
COc1cccc(CC(=O)Nc2ccc3c(c2)c(=O)n(C)n3-c2ccc(C(C)(C)C)cc2)c1	2	-4	11	-17	-78	-84	-104	-5	-1	8
Cn1c(=O)n(C)c2cc(/C=N/N=C3/NC(=O)C(CC(=O)O)S3)ccc21 (stereo not given)	-4	-1	13	-5	-2	-10	-5	-2	-1	4
COc1ccc(OCCCC(=O)N(C)CC(=O)Nc2c(C)cccc2C)cc1	0	6	10	-4	0	-4	3	-1	7	-5
CCc1ccc(S(=O)(=O)NC(=S)NC2CCCCC2)cc1	3	-10	6	3	2	5	1	5	-10	-1
COc1ccc(Cn2c(=O)[nH]c3cc(C(=O)NCCc4ccc(S(N)(=O)=O)cc4)ccc3c2=O)cc1	-1	3	3	-10	-2	-4	-5	-49	-3	2
COc1ccc(OC)c(NC(=O)Nc2nnc(N3CCC(C)CC3)s2)c1	-5	3	1	-1	4	3	5	2	0	7
C/C(CC(=O)Nc1cccc(Cl)c1Cl)=N\NC(=O)C(=O)NC1CCCCC1	6	-9	-4	0	-1	2	-5	6	2	-6
COc1ccccc1CNC(=O)c1ccc2nc3[nH]c4ccccc4c3nc2c1	10	-18	6	-7	-145	-14	-158	-57	-2	8
CC(C)[C@H](NC(=O)Nc1ccc2c(c1)OCCO2)C(=O)O	4	1	0	-1	0	7	1	0	-7	2
COc1ccc(-c2cn3nc(SCC(=O)NC4CCCCC4)ccc3n2)cc1	-3	6	3	-112	-189	-359	-296	-5	7	-8
CC(=O)O[C@@H]1[C@H]2[C@@H](C[C@@H](C)[C@@H]3C=CC(=O)[C@@]13C)OC(=O)[C@@H]2C	-6	0	6	-4	-3	-6	-5	-2	8	-2
O=C(CSc1nc2c(c(=O)n1-c1ccc(F)cc1)SCC2)NCC1CCCO1 (stereo not given)	2	5	-8	-1	1	5	1	-1	-1	7
CC1CN(S(=O)(=O)c2ccc(Cl)c(C(F)(F)F)c2)CC(C)O1 (stereo not given)	1	-2	4	-2	-4	1	3	-2	-1	7
COc1ccc(-c2cc(C(=O)NCc3cn(C)nc3C)c3ccccc3n2)cc1OC	-2	14	12	-4	-164	-25	-199	-1	3	-4
COC[C@H]1CCCN1c1ccc2c(c1)O[C@H](C)CCN(C1CC1)S2(=O)=O	-8	-3	.	-1	-1	-2	1	-4	3	.
CCCC1Oc2ccccc2C(=O)N(CC(=O)c2ccc3c(c2)OCCO3)C1=O (stereo not given)	-4	9	5	0	0	-1	0	-14	-7	-18
O=C(Cc1ccccc1)Nc1ccccc1N1CCCC1	-1	7	0	-2	0	3	1	5	4	-10
CCCn1c(CNC(=O)c2ccccc2)nc2ccccc21	4	-1	7	-2	4	4	1	1	0	0
Cc1ccc(S(=O)(=O)N(C)CCCC(=O)n2nc(C)cc2C)cc1	5	8	-2	-3	-1	-3	-1	2	6	10
NC(=O)C1CCN(c2nc(-c3cccc(N)c3)cs2)CC1	-8	5	8	-7	-2	4	-6	-1	1	5
COc1ccc(C(=S)N2CCCC2)cc1OC	5	0	4	-4	-1	-7	1	-3	0	-9
C#CCCOC(=O)Nc1ccccc1	-1	-3	5	-1	-1	8	5	3	2	1
O=C1c2cccc3c(O)ccc(c23)C(=O)N1c1ccc(Cl)cc1	14	-4	6	-11	-258	-13	-361	37*	40*	-4
Nc1ccccc1C(=O)N1CCc2ccccc21	-5	-2	-2	-4	-4	-9	-2	-3	4	-3
O=C(CC(=O)Nc1ccccc1)Nc1ccccc1	-9	-12	-13	-5	1	-8	-1	-4	-2	7
CCOC(=O)N1CCN(C(=O)C[C@@H]2C(=O)N3CCCC4=C3[C@@]2(C(=O)OCC)CCC4)CC1	6	-1	.	1	1	-3	4	-6	-2	.
N#CC1=C(N)OC2=C(C(=O)CCC2)C1c1ccccc1 (stereo not given)	7	15	3	-1	2	-8	4	3	4	-2
O=C(CN1C2=NCCCN2c2ccccc21)c1ccc(Br)s1	-1	-4	0	-1	2	8	2	-2	4	2
CCc1cccc(C)c1NC(=O)CCCn1c(=O)c2cccn2c2cccnc21	-3	-8	-2	-2	4	2	-10	0	0	2
COc1ccccc1C(=O)Nc1ccc2c(c1)nc(CCNC(C)=O)n2C	4	14	-15	-1	3	-2	3	0	-2	6
CSc1nc2ccc(NC(=O)COc3ccccc3F)cc2s1	-1	0	2	-1	-7	-9	-11	3	1	0
O=C(c1ccc(F)cc1F)N(Cc1ccccn1)CC1CCCO1 (stereo not given)	2	-10	.	3	0	3	0	-1	1	.
Nc1nc(SCc2nc3sc4c(c3c(=O)[nH]2)CCCC4)n[nH]1	-1	-7	2	0	-5	4	-6	-1	-6	3
O=C(CSCc1ccccc1)NC1CCSC1=O (stereo not given)	-4	-6	-2	2	7	-1	2	1	2	-6
CC1=C(C(=O)Nc2cccc(C(=O)NCc3ccccc3C)c2)SCCO1	-1	-6	-9	-6	4	8	1	-1	-2	-9
O=C(Nc1ccc(F)cc1)Nc1nnc([C@H]2C[C@H](O)[C@@H](CO)O2)s1	-2	2	5	-2	0	-5	3	1	-2	8
CCC(C)(C#CCN1CCCCC1)OCCC#N (stereo not given)	3	-7	-12	5	5	5	0	3	7	15
N#Cc1c(SCc2ccccc2)sc(C(=O)c2ccccc2)c1N	-1	0	0	2	1	3	-2	-4	-6	10

Bioassay records deposited in PubChem BioAssay by The Scripps Research Institute Molecular Screening Center.
